Screening data: PubChem BioAssay, National Center for Advancing Translational Sciences (NCATS)
GLP1R inv ag: qHTS of GLP-1 Receptor Inverse Agonists (Inhibition Mode). Glucagon-like peptide 1 receptor (Homo sapiens), P43220. HEK293 GLP-1R CRE-luciferase, luminescence, 24 h; GLP-1R form is constitutively active. Potency, µM (series often up to 38.3 µM), for inactives: at the top dose activity change, negative = inhibition, usual class: inhibitors. 410,000 compounds, 1.6% hits. AID 624417, 2012; note: potency is the fitted concentration of half-maximal effect; % is set by controls: 0 for no effect and ±100 for the full control effect; nearly all actives have a fitted effect of over 55% in size
Target sequence (P43220 whole entry, looked up): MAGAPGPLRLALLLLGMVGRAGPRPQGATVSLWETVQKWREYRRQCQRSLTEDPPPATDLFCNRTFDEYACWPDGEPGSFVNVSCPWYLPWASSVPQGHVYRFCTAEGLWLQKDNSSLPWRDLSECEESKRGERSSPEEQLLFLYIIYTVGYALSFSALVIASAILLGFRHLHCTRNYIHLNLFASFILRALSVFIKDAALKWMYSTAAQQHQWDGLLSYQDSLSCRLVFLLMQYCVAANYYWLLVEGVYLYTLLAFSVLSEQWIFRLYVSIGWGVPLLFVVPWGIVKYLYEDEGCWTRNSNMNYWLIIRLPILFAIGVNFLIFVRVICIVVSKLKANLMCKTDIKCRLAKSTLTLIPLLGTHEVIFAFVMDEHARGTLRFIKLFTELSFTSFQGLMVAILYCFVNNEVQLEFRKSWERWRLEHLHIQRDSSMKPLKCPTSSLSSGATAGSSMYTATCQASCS
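Cells are plated, allowed 12 hours at 37 deg C, then treated with compounds for 24 hr before luciferase detection reagent is added and luminescence is read after 12 min at room temperature. The HEK293 line carries constitutively active GLP-1R with a cAMP-responsive reporter.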
TDP-43 yeast inh: qHTS of TDP-43 Inhibitors; TDP-43 expressing yeast growth rescue, BacTiter-Glo, 24 h; Potency, µM (doses to about 46.1 µM), for the others: at the top dose growth rescue (activation), actives largely listed as activators; 410,000 compounds, 1.8% hits; note: potency is the fitted concentration of half-maximal effect; % of control where 0% means no effect; nearly all actives have a fitted effect of over 50% in size
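Yeast expressing TDP-43 (pregrown in raffinose, seeded at OD600=0.02 in galactose medium) exposed to compounds 24 hr at 30 deg C. Growth read by BacTiter-Glo luminescence; rescue of toxicity appears as increased signal.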
PTHR1 agonist: qHTS for PTHR1 Agonists: Primary Screen; HEK293 GP2 PTHR1 cells, GloSensor cAMP luminescence, 1 h; Potency, µM (top dose mostly 115 µM), for inactives: at the highest dose activation, most hits filed as activators; 410,000 compounds, 0.075% hits; note: potency is the fitted concentration of half-maximal effect; nearly all actives have a fitted effect of over 55% in size; some results filed as inactive show a strong effect at the top dose; inactives centre near -15; many of its hits are not listed in these tables
Target sequence (Q03431 whole entry, looked up): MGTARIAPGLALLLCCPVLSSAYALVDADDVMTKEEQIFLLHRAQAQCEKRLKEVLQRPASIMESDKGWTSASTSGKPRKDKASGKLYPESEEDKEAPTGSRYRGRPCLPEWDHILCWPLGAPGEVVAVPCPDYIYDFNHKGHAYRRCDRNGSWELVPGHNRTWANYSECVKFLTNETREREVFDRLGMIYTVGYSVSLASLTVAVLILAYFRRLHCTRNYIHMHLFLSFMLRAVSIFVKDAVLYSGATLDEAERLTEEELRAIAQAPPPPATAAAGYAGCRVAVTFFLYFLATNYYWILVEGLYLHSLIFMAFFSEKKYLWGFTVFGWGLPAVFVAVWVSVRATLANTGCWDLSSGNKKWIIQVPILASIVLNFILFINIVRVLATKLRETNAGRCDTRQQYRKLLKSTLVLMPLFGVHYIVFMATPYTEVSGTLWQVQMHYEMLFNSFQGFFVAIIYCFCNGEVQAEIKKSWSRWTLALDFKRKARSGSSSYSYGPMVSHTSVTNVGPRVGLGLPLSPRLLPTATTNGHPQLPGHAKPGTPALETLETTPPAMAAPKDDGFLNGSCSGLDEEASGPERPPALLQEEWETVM
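HEK-293-derived GP2 cells expressing PTHR1 and a GloSensor cAMP reporter, 3,000/well, plated overnight, given luciferin plus IBMX (each 0.5 mM as added) for 1 h at 37 °C, then compound for 1 h at 37 °C. Luminescence was read after 15 min at room temperature.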
Abeta rescue: qHTS for compounds that reverse cellular toxicity of Amyloid beta (A-beta) peptide in yeast: Primary Screen | yeast expressing A-beta42, growth rescue, OD600, 48 h; response scale: 0% DMSO, 100% iron-clioquinol control | AID 1347071, 2019 | Potency, µM (series often up to 46.1 µM), for the others: at the highest dose growth rescue, most hits filed as activators | 410,000 compounds, 0.063% hits; note: potency is the fitted concentration of half-maximal effect; nearly all actives have a fitted effect of over 55% in size
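Growth rescue measured by 600 nm absorbance after 48 h yeast culture at 30 C with compound. Values normalized between DMSO and an equimolar ferric chloride plus clioquinol control.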
FUS suppressor: qHTS for Suppressors of FUS Proteinopathy: Primary screen using FUS-linked yeast assay. AID 1347120, 2019. 390,000 compounds, 0.24% hits. Potency, µM (top dose mostly 76.6 µM), inactives show top-dose growth rescue (activation), hits mostly activators. S. cerevisiae FUS-expressing, growth rescue, OD600, 24 h;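 note: potency is the fitted concentration of half-maximal effect; plate controls were DMSO vehicle for no effect and reference control for full effect; nearly all actives have a fitted effect of over 55% in size; some results filed as inactive show a strong effect at the top dose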
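Read-out: OD at 600 nm after 24hr at 30C, reporting rescue of FUS-induced yeast toxicity. Cells at OD 0.005 in galactose (2%) minimal medium; compounds tested in a dilution series; CP55940 titration from 92uM final as control.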
GLP-1R agonist: qHTS of GLP-1 Receptor Agonists | Glucagon-like peptide 1 receptor (Homo sapiens), P43220 | HEK293 GLP-1R CRE-luciferase, luminescence, 4-6 h; cells express a hypersensitive GLP-1R form | Potency, µM (doses to about 45.6 µM), without a hit: at the top dose activation, usual class: activators | 380,000 compounds, 0.007% hits; note: potency is the fitted concentration of half-maximal effect; % of control where 0% means no effect
Akt phos inh: HTS Assay for Inhibitors of Akt Phophorylation: Primary Screen; Neuro2A IGF-stimulated pAkt S473 HTRF, 20 min; active compounds read low; activity change, % for hits at 50 µM; 360,000 compounds, 0.32% hits; in the data active = activity change below about -80%; inconclusive = mostly about -51% to -80%; note: % is set by controls: 0 for no effect and ±100 for the full control effect
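Neuro2A cells (4,500/well, DMEM with 0.5% FBS) were treated with compound at a single 50 µM final concentration, stimulated with 6 nM IGF for 20 min at 37 °C, and lysed. Phospho-Akt Ser473 was read by HTRF as 665/615 ratio ×10^4.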
aSyn rescue: qHTS of alpha-syn Inhibitors. 370,000 compounds, 0.14% hits. Yeast expressing alpha-synuclein, growth rescue, BacTiter-Glo, 24 h. AID 652106, 2013. Potency, µM (series often up to 46.1 µM), inactives show at the top dose growth rescue (activation), hits mostly activators; note: potency is the fitted concentration of half-maximal effect; % of control where 0% means no effect; nearly all actives have a fitted effect of over 65% in size
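Screening used galactose-induced yeast with toxic alpha-synuclein levels, exposed to compound for 24 hr at 30 deg C. Cell growth, read with BacTiter-Glo luminescence, gave the measured signal.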
D3 antag: qHTS of D3 Dopamine Receptor Antagonist: qHTS; max response, negative = inhibition, %; D3R cells, DiscoveRx beta-arrestin luminescence, antagonist mode; active compounds read low; AID 652054, 2013; 360,000 compounds, 2.5% hits; in the data active = max response below about -50%; inconclusive = no clear call, values can overlap the other calls; note: % is set by controls: 0 for no effect and ±100 for the full control effect; mostly tested at two doses, the higher about 12 µM
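Cells plated overnight at 1500 cells/well, then exposed to library compounds with dopamine controls for 90 minutes at 37 degrees C. DiscoveRx reagent added for 30–60 minutes at room temperature; luminescence read, quantitative HTS format.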
The depositor's hits bear a star; [ ] = dose if it differs, or a comment. Unless noted, calls come from the whole dose curve; as a rule, active = well fitted curve in the direction sought with a large enough effect; inconclusive = small, poorly fitted or top-dose-only effect, or another doubt; inactive = no such curve, though single readings can be large; an effect the other way counts as inactive or inconclusive. The list is partial; count on the stated rates, not on these rows.

Screening O=C1C2C3C=CC(CC3)C2C(=O)N1c1ccccc1 (stereo not given) returned GLP1R inv ag 2%, TDP-43 yeast inh 2%, PTHR1 agonist inactive, Abeta rescue -4%, FUS suppressor -21%, GLP-1R agonist 7%, Akt phos inh inactive, aSyn rescue 0% and D3 antag 2.
For C=CCC(NCc1ccccc1)c1ccco1 (stereo not given) the results were GLP1R inv ag 0%, TDP-43 yeast inh -13%, PTHR1 agonist inactive, Abeta rescue -1%, FUS suppressor 1%, GLP-1R agonist -1%, Akt phos inh inactive, aSyn rescue -6% and D3 antag -10.
O=C(CSc1ncnc2c1oc1ccccc12)Nc1cccc(Cl)c1 was read as GLP1R inv ag -9%, TDP-43 yeast inh 12%, PTHR1 agonist -18%, Abeta rescue 5%, FUS suppressor 10%, GLP-1R agonist 7%, Akt phos inh -108%*, aSyn rescue 2% and D3 antag 14.
Screening O=C(c1ccccc1)N1CCN(C(=O)c2nn3c(C(F)(F)F)cc(-c4ccco4)nc3c2Cl)CC1 returned GLP1R inv ag 55%[activator], TDP-43 yeast inh 0%, PTHR1 agonist -9%, Abeta rescue -5%, FUS suppressor 16%, GLP-1R agonist 14%, Akt phos inh inactive, aSyn rescue -7% and D3 antag 6.
For CCSC1=C(C#N)C(c2ccccc2C)CC(=O)N1 (stereo not given) the results were GLP1R inv ag 0%, TDP-43 yeast inh -19%, PTHR1 agonist inactive, Abeta rescue 2%, FUS suppressor -14%, GLP-1R agonist -1%, Akt phos inh inactive, aSyn rescue 0% and D3 antag 12.
Screening O=C1CN=C(Nc2ccccc2Cl)N1Cc1ccc2c(c1)OCO2 returned GLP1R inv ag -17%, TDP-43 yeast inh inconclusive, PTHR1 agonist -64%[inhibitor], Abeta rescue -5%, FUS suppressor 10%, GLP-1R agonist 6%, Akt phos inh inactive, aSyn rescue 5% and D3 antag -5.
Screening CC(C)(C)c1ccc(NC(=O)C2=CC=CN3CCS(=O)(=O)N=C23)cc1 returned GLP1R inv ag 8%, TDP-43 yeast inh 5%, PTHR1 agonist -16%, Abeta rescue -8%, FUS suppressor 6%, GLP-1R agonist -5%, Akt phos inh inactive, aSyn rescue -4% and D3 antag -21.
COc1cccc(C(=O)Nc2ccc(-c3nc4ccccc4s3)cc2Cl)c1 was read as GLP1R inv ag -8%, TDP-43 yeast inh 22%, PTHR1 agonist -26%, Abeta rescue -12% and FUS suppressor -11%.
For CCOC(=O)Nc1ccc([N+](=O)[O-])cc1C the results were GLP1R inv ag 0%, TDP-43 yeast inh 19%, PTHR1 agonist inactive, Abeta rescue -3%, GLP-1R agonist 14%, Akt phos inh inactive, aSyn rescue -6% and D3 antag -6.
For COCCNc1cc(C)c(C#N)c2nc3ccccc3n12 the results were GLP1R inv ag 9%, TDP-43 yeast inh -11%, PTHR1 agonist inconclusive, Abeta rescue -7%, FUS suppressor -2%, GLP-1R agonist 2%, Akt phos inh inactive, aSyn rescue 2% and D3 antag -25.
Screening Cc1ccc(NC(=O)COC(=O)CCNS(=O)(=O)c2c(Cl)cccc2Cl)cc1 returned GLP1R inv ag 3%, TDP-43 yeast inh -23%, PTHR1 agonist 22%, Abeta rescue -17%, FUS suppressor 10%, GLP-1R agonist 8%, Akt phos inh inactive, aSyn rescue 0% and D3 antag 7.
Screening Cc1ccc(C)c(OC(=O)CSc2nnc(CNC(=O)c3ccccc3)o2)c1 returned GLP1R inv ag 8%, TDP-43 yeast inh 18%[9.22 µM], PTHR1 agonist -6%, Abeta rescue -14% and FUS suppressor -18%.
For CCN(CC)CCCNc1cc2n(c(=O)n1)CCc1cc(OC)c(OC)cc1-2 the results were GLP1R inv ag 38%[activator], TDP-43 yeast inh -4%, PTHR1 agonist inactive, Abeta rescue 1%, FUS suppressor 4%, GLP-1R agonist 32%, Akt phos inh inactive, aSyn rescue -14% and D3 antag -29.
For O=C(NCCCn1ccnc1)c1ccccc1NS(=O)(=O)c1ccc(F)c(F)c1 the results were GLP1R inv ag 4%, TDP-43 yeast inh -13%, PTHR1 agonist inactive, Abeta rescue -9%, FUS suppressor 20%, GLP-1R agonist 4%, Akt phos inh inactive, aSyn rescue 1% and D3 antag -27.
COc1cccc(CN2C(=O)C3(SCC(=O)N3c3ccc(C(C)C)cc3)c3ccccc32)c1 (stereo not given) was read as GLP1R inv ag inconclusive, TDP-43 yeast inh -10%, PTHR1 agonist inactive, Abeta rescue -13%, FUS suppressor -7%, GLP-1R agonist 4% and aSyn rescue -9%.

No new results follow: 3 of the compounds above.
Screening O=C1C2C3C=CC(CC3)C2C(=O)N1c1ccccc1 (stereo not given) returned GLP1R inv ag 2%, TDP-43 yeast inh 2%, PTHR1 agonist inactive, Abeta rescue -4%, FUS suppressor -21%, GLP-1R agonist 7%, Akt phos inh inactive, aSyn rescue 0% and D3 antag 2.
For C=CCC(NCc1ccccc1)c1ccco1 (stereo not given) the results were GLP1R inv ag 0%, TDP-43 yeast inh -13%, PTHR1 agonist inactive, Abeta rescue -1%, FUS suppressor 1%, GLP-1R agonist -1%, Akt phos inh inactive, aSyn rescue -6% and D3 antag -10.
O=C(CSc1ncnc2c1oc1ccccc12)Nc1cccc(Cl)c1 was read as GLP1R inv ag -9%, TDP-43 yeast inh 12%, PTHR1 agonist -18%, Abeta rescue 5%, FUS suppressor 10%, GLP-1R agonist 7%, Akt phos inh -108%*, aSyn rescue 2% and D3 antag 14.

Continuation:
`Cc1ccc(C2C(C#N)=C(N)SC(N)=C2C#N)cc1` gave GLP1R inv ag 6%, TDP-43 yeast inh 18%, PTHR1 agonist -13%, Abeta rescue -27%, GLP-1R agonist 0%, Akt phos inh inactive, aSyn rescue 0% and D3 antag -1.
For Cc1ccc(Cn2cccc2/C=N/NC(=S)Nc2ccc(C)cc2)cc1 the results were GLP1R inv ag 17%, TDP-43 yeast inh 25%, PTHR1 agonist -32%[inhibitor], Abeta rescue 5%, FUS suppressor -12%, GLP-1R agonist 10%, Akt phos inh inactive, aSyn rescue -8% and D3 antag 3.
Screening Cc1ccc2c(c1)[C@@H]1CN(C)CC[C@@H]1N2S(=O)(=O)c1ccc(F)cc1 returned GLP1R inv ag inconclusive, TDP-43 yeast inh -21%, PTHR1 agonist 0%[57.5 µM], Abeta rescue -16%, FUS suppressor 21%, GLP-1R agonist -4%, Akt phos inh inactive, aSyn rescue -5% and D3 antag -63*.
For Cc1ccc(OCCC(=O)OC(C)C(=O)Nc2c(C)n(C)n(-c3ccccc3)c2=O)cc1 (stereo not given) the results were GLP1R inv ag -5%, TDP-43 yeast inh -8%, PTHR1 agonist -10%, Abeta rescue 2%, FUS suppressor 9%, GLP-1R agonist -24%, Akt phos inh inactive, aSyn rescue -2% and D3 antag -3.
Screening Cc1ccc2c(c1)C(=O)c1ccccc1CS2=O (stereo not given) returned GLP1R inv ag 3%, TDP-43 yeast inh -12%, PTHR1 agonist inactive, Abeta rescue 2%, GLP-1R agonist 9%, Akt phos inh inactive, aSyn rescue 6% and D3 antag 6.
`Cc1nc2nc(N)nn2c(C)c1C/C=C/c1ccccc1` gave GLP1R inv ag 39%[activator], TDP-43 yeast inh -6%, PTHR1 agonist inactive, Abeta rescue -3%, FUS suppressor -12%, GLP-1R agonist 6%, Akt phos inh inactive, aSyn rescue 3% and D3 antag 19.
CCOC(=O)c1ccc(-c2ccc(-c3cc(=O)oc4cc(OC)c(OC)c(OC)c34)cc2)cc1 was read as GLP1R inv ag -3%, TDP-43 yeast inh 3%, PTHR1 agonist -29%, Abeta rescue -4%, FUS suppressor -9%, GLP-1R agonist -4%, Akt phos inh inactive, aSyn rescue -3% and D3 antag 18.
`O=C(C1=C[C@H](c2coc3ccccc3c2=O)C[C@H](OCc2ccc(CO)cc2)O1)N1CCN(Cc2ccc3c(c2)OCO3)CC1` gave GLP1R inv ag -6%, TDP-43 yeast inh -25%, PTHR1 agonist 16%, Abeta rescue -2%, FUS suppressor 17%, GLP-1R agonist -5%, Akt phos inh inactive, aSyn rescue 1% and D3 antag -50*.
For CCN(CC)S(=O)(=O)c1ccc(C(=O)NCCN(C)C)cc1 the results were GLP1R inv ag 3%, TDP-43 yeast inh 4%, PTHR1 agonist -22%, Abeta rescue -7%, FUS suppressor -15%, GLP-1R agonist 1%, Akt phos inh inactive, aSyn rescue 5% and D3 antag 5.
Screening Cc1ccc(S(=O)(=O)n2[nH]c(=O)cc2N)cc1 returned GLP1R inv ag 13%, TDP-43 yeast inh -11%, PTHR1 agonist 25%, Abeta rescue -20%, FUS suppressor 8%, GLP-1R agonist 2%, Akt phos inh inactive, aSyn rescue -11% and D3 antag -22.
`N=c1sccn1CC(=O)Nc1ccc(SC(F)F)cc1` gave GLP1R inv ag inconclusive, TDP-43 yeast inh 12%[9.22 µM], PTHR1 agonist -28%, Abeta rescue -13%, FUS suppressor 13%, GLP-1R agonist 0%, Akt phos inh inactive, aSyn rescue -6% and D3 antag -10.
